Compound activity from PubChem BioAssay.
MITF inh: human MITF inhibition, primary screen; 0.91% of 650,000 active; AlphaScreen MITF homodimerization, bead proximity signal; O75030; inhibition, % at 2.6 µM; in the data active = inhibition above about 50%;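 also: 0% = vehicle wells with protein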
FBW7 activator: human FBW7 E3 ligase activation, primary screen | Q969H0 | AlphaScreen FBW7–phospho-cyclin E peptide binding, activator screen | normalized activity (activation), % at 26.1 µM | 0.13% of 650,000 active | AID 1259310; in the data active = normalized activity above about 1.9%;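 also: purified mutant Fbw7 with reduced substrate affinity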
Target sequence (Q969H0 whole entry, looked up): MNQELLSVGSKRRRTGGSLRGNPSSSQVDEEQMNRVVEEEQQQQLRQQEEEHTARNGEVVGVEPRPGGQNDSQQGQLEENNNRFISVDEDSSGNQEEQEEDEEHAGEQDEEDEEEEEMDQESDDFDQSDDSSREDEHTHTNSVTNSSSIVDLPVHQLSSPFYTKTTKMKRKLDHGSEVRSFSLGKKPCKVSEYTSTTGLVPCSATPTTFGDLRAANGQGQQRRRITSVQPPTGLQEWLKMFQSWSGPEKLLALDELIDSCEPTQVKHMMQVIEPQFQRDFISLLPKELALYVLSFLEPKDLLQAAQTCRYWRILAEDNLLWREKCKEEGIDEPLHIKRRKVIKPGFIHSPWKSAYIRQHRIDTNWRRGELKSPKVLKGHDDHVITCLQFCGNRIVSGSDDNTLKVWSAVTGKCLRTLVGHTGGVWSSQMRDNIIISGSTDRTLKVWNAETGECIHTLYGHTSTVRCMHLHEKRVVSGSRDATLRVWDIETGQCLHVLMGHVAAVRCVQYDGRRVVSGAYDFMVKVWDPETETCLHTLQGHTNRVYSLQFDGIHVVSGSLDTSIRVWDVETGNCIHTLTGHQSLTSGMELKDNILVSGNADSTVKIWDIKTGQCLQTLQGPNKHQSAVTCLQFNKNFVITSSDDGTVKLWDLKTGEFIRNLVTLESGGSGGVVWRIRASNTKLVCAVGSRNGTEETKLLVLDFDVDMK
GPR151 activ: activators of human GPR151; Q8TDV0; PathHunter beta-arrestin GPR151 cells, luminescence; activation, % at 11.2 µM; 1% of 650,000 active; AID 1508602; in the data active = activation above about 4.9%;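 also: 0% = median of compound wells and 100% = cells with positive control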
TEAD-YAP block: TEAD-YAP interaction inhibition; HEK-TIYL cells, TEAD-Gal4/YAP UAS-luciferase luminescence; inhibition, % at 9.12 µM; 1.4% of 640,000 active; in the data active = inhibition above about 32%;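 also: 0% = median of test compound wells and 100% = reference inhibitor wells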
* hit, by the source's call; & = joins results of further samples.

Sequence of screens: MITF inh	FBW7 activator	GPR151 activ	TEAD-YAP block
O=C(CN1CCN(Cc2ccccc2Cl)C1=O)NC1CC1
  -5	0.0	0.8	-2
Cc1ccc(C2=N/C(=C\c3ccc(Cl)cc3Cl)C(=O)O2)cc1C
  1	0.0	1.0	1
CC(C)N(CCNc1nc(-c2cccc(N)c2)nc2c1ncn2Cc1ccc(C(F)(F)F)cc1)C(C)C
  6	-0.2	1.2	9
COc1ccc(C)cc1N(C)C(=O)Cn1ncc2c1-c1cc(C)ccc1OC2
  -2	-0.3	-0.2	23
COc1ccc(NC(C)=O)cc1S(=O)(=O)Nc1ccc2c(c1)OCCO2
  -9	0.0	0.6	13
COc1cccc2c(C=O)ccc(N(C)C)c12
  -21	0.2	1.0	-5
CCCCCCCCS(=O)(=O)N/N=C/c1ccccc1[N+](=O)[O-]
  5	-0.1	1.3	7
N#Cc1c2c(c(N3CCN(C45CC6CC(CC(C6)C4)C5)CC3)n3c1nc1ccccc13)CCC2
  21	0.1	-1.4	-4
COc1ccc(NS(=O)(=O)c2c(C)nc3sccn3c2=O)cc1OC
  15	0.9	-1.6	0
Cc1noc(C)c1-c1nc(NCCN(C(C)C)C(C)C)c2[nH]cnc2n1
  -3	-0.1	0.4	-12
CCOc1ccc(NC(=O)CSc2nc3ccccc3c(=O)n2C2CC2)cc1
  11	0.3	2.2	9
O=C(COC(=O)C1COc2ccccc2O1)NC1CCS(=O)(=O)C1 (centres undefined)
  -2	-0.3	0.2	2
O=C(Nc1c(Cl)cc(Cl)cc1[N+](=O)[O-])c1ccc(Cl)cc1Cl
  3	-0.1	-0.9	7
O=C(c1ccc2nc3ccccc3c(=O)n2c1)N1CC=C(c2ccccc2)CC1
  -18	0.1	-1.7	7
CC1CCN(c2ccc(C(=O)O)cc2[N+](=O)[O-])CC1
  2	-0.3	-1.7	24
COc1ccc(NC(=O)/C(=C/C=C/c2ccccc2)NC(=O)c2ccccc2)cc1
  6	-0.1	-0.5	-4
C=CCOc1ccc(/C=C2\C(=O)NC(=O)N(c3ccc([N+](=O)[O-])cc3)C2=O)cc1Cl
  13	0.2	-1.5	2
CC(C)Oc1ccccc1NC(=O)c1ccc(Oc2ccccc2)cc1
  12	0.2	-1.3	3
COc1c(F)c(F)c(C(=O)O)c(Nc2ccccc2)c1F
  -4	0.0	0.2	1
CC(C)Oc1ccccc1NC(=O)c1ccc(F)c2ccccc12
  -26	0.1	-0.1	2
COc1ccc(-c2nc(CCn3cnc4ccccc43)no2)cc1
  -4	0.1	0.1	-5
O=C(CNc1ccc(F)cc1)N/N=C/c1ccccc1F
  5	0.0	0.1	2
Cc1cccc(N(CC(=O)NC(C)C)C(=O)CCC(=O)Nc2cc(C)ccn2)c1
  16	0.1	-0.8	0
CCN(CC)CCNC(=O)CN1CC(=O)N2CCCC2C1=O (centres undefined)
  4	-0.1	5.9*	-3
CCOc1ccccc1Nc1ncnc2ccccc12
  -13	0.0	-0.5	-2
CCC(c1nnnn1C(C)(C)C)N1CCC(C(N)=O)CC1 (centres undefined)
  -9	0.2	-2.0	-9
Cc1ccc(S(=O)(=O)N2CC(O)C[C@H]2C(=O)NCc2ccc3c(c2)OCO3)cc1 (some centres undefined)
  2	0.1	0.8	4
Cn1c(=O)c2c(nc(N3CCCCC3)n2CC(=O)C23CC4CC(CC(C4)C2)C3)n(C)c1=O
  -12	-0.1	-0.1	5
CCn1cc(C(=O)OCc2ccc3nonc3c2)c(=O)c2ccc(C)nc21
  2	0.5	1.0	16
CCOc1ccccc1N(C)C(=O)c1cc(S(=O)(=O)NCc2ccccc2Cl)ccc1F
  1	-0.1	2.4	-6
CCn1c(O)c(C=Nc2ccccc2C(=O)Nc2ccc(C)cc2)c(=O)n(CC)c1=S
  -6	0.0	0.0	-19
COCCN(C(=O)C(C)C)c1nnc(-c2cccnc2)s1
  -7	0.0	-1.1	-8
COc1cc(NC(=O)c2sc3nc4c(C)cccc4cc3c2N)cc(OC)c1
  6	-0.1	2.6	13
Cc1onc(-c2ccccc2)c1CNC(=O)NC1CCN(C(=O)OCc2ccccc2)CC1
  11	0.3	-1.9	12
CCN1C(C(=O)c2ccccc2)=C(NC(=O)c2ccccc2)c2ccccc2S1(=O)=O
  -1	0.0	0.1	-13
Cc1cc(C(=O)COC(=O)c2ccc(O)cc2)c(C)n1Cc1ccco1
  8	-0.1	1.2	-38
COC(=O)c1c(NC(=O)c2cc([N+](=O)[O-])nn2Cc2ccccc2)sc2c1CCCC2
  11	0.1	-0.5	3
COC(=O)C(=C/C(C)=C/N1CCOCC1)C(=O)OC
  0	-0.1	0.5	12
C=CCN1C(=O)C2(/C(=C(\O)c3ccc(C)cc3)C(=O)C(=O)N2CCCOC)c2ccccc21 (centres undefined)
  17	0.0	0.3	5
COc1ccccc1C(=O)Nn1c(C)nc2ccccc2c1=O
  5	0.1	1.6	-3
CC(=O)c1ccc(OCC(=O)N(C)C2CCCCC2)cc1
  18	0.2	1.6	-25
c1ccc(C2CN3CCSC3=N2)cc1 (centres undefined)
  -4&7	-0.2&0.2	-0.8&0.5	-5
COC(=O)C1=C(C(=O)OC)SC(=C2C(=S)C(C)(C)N(C(=O)CSc3nc4ccccc4s3)c3c(C)cc(C)cc32)S1
  20	0.6	-0.2	-8
Cc1ccc(-c2nc(Nc3cccc(Cl)c3C)c3ccccc3n2)cc1
  -5	-0.1	0.6	-4
O=C(Nc1ccc(S(=O)(=O)N2CCc3ccccc32)cc1)c1ccccc1
  -5	-0.1	-0.4	10
CC(NS(=O)(=O)c1ccc(Cl)cc1)C(=O)Nc1c(F)cccc1F (centres undefined)
  16	0.1	0.4	4
COc1cc(OC)cc(C(=O)N2CCN(Cc3ccc(C)cc3)CC2)c1
  47	-0.2	0.2	0
CCOC(=O)c1ccc(NC(=O)c2cc(=O)c(OCc3ccc(F)cc3)cn2C)cc1
  11	0.1	0.6	-4
O=C1c2cccc([N+](=O)[O-])c2C(=O)N1c1ccc(-c2nc3ccccc3c(=O)o2)cc1
  -9	-0.2	-1.1	3
COc1cc2[nH]c(=O)c(C(=O)Nc3cccc(C)c3)c(O)c2cc1OC
  -5	0.0	0.4	-13
COc1ccc(NC(=S)NNC(=O)c2cccnc2)cc1OC
  9	-0.1	1.4	-6
CC(=Nc1ccc(C)c(C)c1)C1=C(O)CC(C)(C)CC1=O
  1	-0.2	2.4	-17
COc1ccc(Cn2c(C)nc([N+](=O)[O-])c2SCC(=O)O)cc1[N+](=O)[O-]
  18	0.2	0.3	4
CCOc1ccc(CN2CCC(C(=O)N3CCCCC3)CC2)cc1
  36	-0.3	-0.9	3
NC(=O)CSc1nc2c(c(=O)n1Cc1ccco1)C1(CCCCC1)Cc1ccccc1-2
  4	-0.2	-0.2	12
Nc1ccc2c(c1)C(=O)C(=O)c1cc(N)ccc1-2
  23	-0.1	-0.6	99*
O=C(CCc1ccccc1)NCCCN1CCOCC1
  12	0.4	-0.9	8
Cc1nc(N2CCN(Cc3ccc4c(c3)OCO4)CC2)c2c(C)c(C)sc2n1
  74*	0.0	2.8	15
COc1cnn(-c2ccccc2)c(=O)c1N(C)C
  6	0.1	0.5	7
CCOC(=O)/C(Br)=N\Nc1ccc(C)cc1
  84*	-0.1	0.2	-2

Additional results follow.
Sequence of screens: MITF inh	FBW7 activator	GPR151 activ	TEAD-YAP block
Cc1ccc(NC(=O)c2cc(S(=O)(=O)N3CCc4ccccc43)ccc2F)cc1F
  9	0.1	0.1	0
Cc1nc(-c2ccc(C(F)(F)F)cc2)sc1CO
  -9	0.6	-6.3	-24
Cc1ccccc1NC(=O)c1c(NC(=O)c2ccco2)sc2c1CCCC2
  -8	-0.1	0.9	-1
COCCNC(=O)c1cc2c(=O)n3cccc(C)c3nc2n(Cc2cccnc2)c1=N
  11	-0.3	-0.5	4
CS(=O)(=O)N(C(=O)NC(=O)NCc1ccco1)C1CCCCC1
  2	-0.2	-1.2	8
COc1ccc(CNC(=O)CSc2nc3ccccc3o2)cc1
  7	0.1	0.5	-2
c1ccc(CN2CCN(c3nc(-c4ccccc4)nc(-n4ccnc4)n3)CC2)cc1
  -7	0.0	2.2	14
CC(C)[C@H](NC(N)=O)C(=O)OCC(=O)Nc1cc(Cl)ccc1C#N
  5	0.0	0.2	17
COc1cc(NC(=O)Cc2cn(-c3ccc(NCCCN4CCCC4=O)nn3)c3ccccc23)cc(OC)c1OC
  19	-0.1	-0.3	-7
O=C(CCC1CCCC1)NCc1ccc2c(c1)OCO2
  -6	0.0	0.3	-18
Cc1[nH]c2ccccc2c1CCNC(=O)Cn1cnc([N+](=O)[O-])n1
  -1	-0.1	2.0	3
Cn1c(=O)c2nc(SCC(=O)NCc3ccc(F)cc3)n(C)c2n(C)c1=O
  18	0.2	0.1	6
CCCCn1c(SCCN2CCCCC2)nnc1-c1ccncc1
  -4	-0.1	-0.9	5
Cc1ccc(N(C(=O)c2csnn2)C(C(=O)NC(C)(C)C)c2cccnc2)cc1 (centres undefined)
  0	-0.1	-0.7	1
O=C1C(=O)N(Cc2cccc(Br)c2)c2ccccc21
  9	-0.1	-0.3	5
Cn1c(Cc2cccs2)nnc1SCc1nc2ccccc2[nH]1
  12	0.2	0.5	1
COC(=O)c1c(NC(=O)CCl)sc2c1CCC2
  3	-0.1	-1.0	15
COC(=O)c1c(C(=O)OC)c(C)n(Cc2cccnc2)c1C
  0	-0.2	-0.6	5
O=C(CCC1(Cc2ccc(Cl)cc2)CCC(=O)N1)NC(c1cccnc1)C(F)(F)F (centres undefined)
  9	0.4	-1.1	4
Cc1ccccc1OCC(O)Cn1c(SCC(O)CO)nc2c1c(=O)[nH]c(=O)n2C (centres undefined)
  -2	-0.1	-0.4	-6

Pulled by structure from the list above:
Sequence of screens: MITF inh	FBW7 activator	GPR151 activ	TEAD-YAP block
O=C(CCC1CCCC1)NCc1ccc2c(c1)OCO2
  -6	0.0	0.3	-18
Cn1c(=O)c2nc(SCC(=O)NCc3ccc(F)cc3)n(C)c2n(C)c1=O
  18	0.2	0.1	6
c1ccc(CN2CCN(c3nc(-c4ccccc4)nc(-n4ccnc4)n3)CC2)cc1
  -7	0.0	2.2	14
Cc1ccc(N(C(=O)c2csnn2)C(C(=O)NC(C)(C)C)c2cccnc2)cc1 (centres undefined)
  0	-0.1	-0.7	1
O=C1C(=O)N(Cc2cccc(Br)c2)c2ccccc21
  9	-0.1	-0.3	5

The main list resumes; the four compounds before the break are reprinted first.
Sequence of screens: MITF inh	FBW7 activator	GPR151 activ	TEAD-YAP block
COC(=O)c1c(NC(=O)CCl)sc2c1CCC2
  3	-0.1	-1.0	15
COC(=O)c1c(C(=O)OC)c(C)n(Cc2cccnc2)c1C
  0	-0.2	-0.6	5
O=C(CCC1(Cc2ccc(Cl)cc2)CCC(=O)N1)NC(c1cccnc1)C(F)(F)F (centres undefined)
  9	0.4	-1.1	4
Cc1ccccc1OCC(O)Cn1c(SCC(O)CO)nc2c1c(=O)[nH]c(=O)n2C (centres undefined)
  -2	-0.1	-0.4	-6
COc1cccc(C(=O)NCC(=O)OCC(=O)Nc2sc3c(c2C#N)CCC(C)C3)c1 (centres undefined)
  2	0.0	0.1	-9
CCCCN(C)C(=O)C1CCN(S(=O)(=O)c2ccc3[nH]c(=O)ccc3c2)CC1
  18	0.1	2.2	-9
CCc1ccccc1NC(=O)c1ccc(N2C(=O)c3ccccc3C2=O)cc1
  -8	-0.2	-0.3	-5
COC(=O)NC(C#N)=C(NCc1ccccc1)NCc1ccccc1
  4	0.2	0.9	-1
Cn1cccc1CN(C1CC1)S(=O)(=O)c1ccccc1
  14	-0.1	3.0	-2
CC(=O)c1ccc(N=C(C)c2sc3ccccc3c2O)cc1
  -1	0.2	-1.1	15
O=C(Nc1ccccn1)NC1CC(=O)N(c2ccccc2)C1 (centres undefined)
  0	-0.1	1.1	0
Cc1nc(C)c(-c2csc(N)n2)s1
  9	-0.1	-0.4	-2
COCCNC(=O)/C(C#N)=C/c1ccc(OCC(C)C)c2ccccc12
  -1	-0.2	1.1	8
CCC(C)C(NS(=O)(=O)c1ccc(C)cc1)C(=O)NCCc1ccccc1 (centres undefined)
  18	0.1	-0.9	-1
O=C(/C=C\c1ccccc1)Nc1c(-c2cccs2)nc2ccccn12
  -21	-0.2	-1.3	-14
O=C(CCSCc1ccccc1F)N1CCc2ccccc21
  13	0.0	-1.1	-47
COc1ccc(CC(=O)Nc2c[nH]c(=O)[nH]c2=O)cc1
  15	0.1	1.2	9
O=C1CC(c2cccc3ccccc23)c2ccc3ccccc3c2N1 (centres undefined)
  10	0.0	0.4	3
Cn1c(=O)[nH]c(N2CCOCC2)c(Cc2ccc(S(C)(=O)=O)cc2)c1=O
  5	0.0	3.5	-13
Cc1cc(O)c(C(c2ccc(N(C)C)cc2)c2c(O)cc(C)oc2=O)c(=O)o1
  9	0.1	3.4	1
CCOC(=O)c1sc2nc(CC(=O)OC)nc(NCc3ccccc3OC)c2c1C
  14	0.3	-1.2	9
CCOc1ccc2c(c1)C1=C(SC(C(=O)OC)=C(C(=O)OC)C13SC(C(=O)OC)=C(C(=O)OC)S3)C(C)(C)N2
  7	-0.1	-0.5	3

Compounds were not picked by outcome; about 3.4% have a hit in one of these screens.
